HUVEC tox IL1B = cytotoxicity in IL-1B stimulated HUVEC, primary screen, cytotoxicity control for IL-1B NFkB translocation project, imaging, Hoechst nuclear count, IL-1B stimulus. HUVEC cell count loss. 94,000 compounds, 0.41% hits. cell count reduction, % at 2 µM;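 active = cell count reduction more than 3 SD above the screen-wide mean, cut at about 70% in these data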;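 also: normalized per plate to untreated control cells as the no-loss baseline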
TNFa cytotox = cytotoxicity in TNFa-stimulated HUVEC, primary screen, cytotoxicity control for VCAM1 expression modulator project, imaging, Hoechst nuclei count. AID 848, 2007. HUVEC TNFalpha-stimulated, Hoechst cell count. cell count reduction, % at 2 µM. 93,000 compounds, 0.17% hits;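 active = cell count reduction exceeding the screen mean by over 5 SD, scaled to untreated wells per plate, cut at about 78% in these data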;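 also: cells counted after 24 h of TNF alpha exposure following the 1 h pretreatment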
LYP act = LYP phosphatase activators, primary screen, biochemical, DiFMUP fluorescence, 2 µM | Tyrosine-protein phosphatase non-receptor type 22 (Homo sapiens), Q9Y2R2 | recombinant LYP; 0 = plate median, 100 = signal doubled | activation, % at 2 µM | 96,000 compounds, 0.11% hits | AID 697, 2007;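 active = activation at 2 µM above a set limit, the mean plus 5 SD, cut at about 37% in these data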
Target sequence (Q9Y2R2 whole entry, looked up): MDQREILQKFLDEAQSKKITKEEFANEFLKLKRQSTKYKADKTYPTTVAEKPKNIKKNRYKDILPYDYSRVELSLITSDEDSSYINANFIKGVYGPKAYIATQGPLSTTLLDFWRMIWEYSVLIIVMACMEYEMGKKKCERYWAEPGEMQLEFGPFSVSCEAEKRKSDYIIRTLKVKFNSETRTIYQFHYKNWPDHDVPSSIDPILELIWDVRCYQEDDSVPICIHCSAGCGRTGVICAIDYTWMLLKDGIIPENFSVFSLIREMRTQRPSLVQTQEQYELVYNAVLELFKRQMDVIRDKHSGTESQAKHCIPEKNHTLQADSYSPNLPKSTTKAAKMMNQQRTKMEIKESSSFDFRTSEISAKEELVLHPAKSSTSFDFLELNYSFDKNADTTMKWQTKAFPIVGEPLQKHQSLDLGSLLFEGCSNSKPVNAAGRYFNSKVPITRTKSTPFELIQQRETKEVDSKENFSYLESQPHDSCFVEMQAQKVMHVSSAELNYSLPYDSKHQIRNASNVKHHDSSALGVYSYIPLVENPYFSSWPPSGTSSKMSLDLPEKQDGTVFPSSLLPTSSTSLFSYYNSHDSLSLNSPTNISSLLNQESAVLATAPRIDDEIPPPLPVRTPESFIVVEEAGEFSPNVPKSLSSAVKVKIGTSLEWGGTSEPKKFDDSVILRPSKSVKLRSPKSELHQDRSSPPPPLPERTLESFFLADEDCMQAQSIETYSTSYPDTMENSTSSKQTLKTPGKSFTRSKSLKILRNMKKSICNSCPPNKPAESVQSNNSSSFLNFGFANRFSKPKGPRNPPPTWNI
PTPN22 inh 2 = PTPN22 phosphatase inhibitors, primary screen, biochemical, DiFMUP fluorescence, 2 µM | Tyrosine-protein phosphatase non-receptor type 22 (Homo sapiens), Q9Y2R2 | 96,000 compounds, 0.21% hits | recombinant LYP catalytic domain | inhibition, % at 2 µM;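 active = inhibition at 2 µM at or above a set limit, the screen mean plus 3 SD, cut at about 24% in these data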;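 also: 0% = DMSO with enzyme and 100% = enzyme fully blocked by orthovanadate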
PTK2B oligo ant = antagonists of Pyk2 self-association, primary screen, Q293 cells, FERM NanoBiT luminescence, HTS. active compounds read low. z-score (the deposit names both 25 µM and 10 µM). 99,000 compounds, 0.83% hits. AID 1347419, 2020;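 active = Z-score of -3 or lower, scaled per plate to the spread of control and sample wells; inactive = z-score above -3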;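 also: negative z-score means lost luminescence so less FERM oligomerization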
FAK blocker = FAK kinase inhibitors, primary screen, biochemical. Focal adhesion kinase 1 (Homo sapiens), Q05397. biochemical FAK kinase activity assay. inhibition, %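 (tested at 7 µM)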. 97,000 compounds, 0.84% hits. AID 727, 2007; in the data active = inhibition above about 19%;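 also: 0% = DMSO and 100% = reference compound high control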
VCAM1 TNFa inh = inhibitors of TNFa-induced VCAM1 expression, primary screen, imaging, HUVEC, TNFa stimulus, immunofluorescence. HUVEC TNFa-induced VCAM-1 immunofluorescence, high-content imaging. AID 802, 2007. 95,000 compounds, 0.48% hits. inhibition, % at 2 µM;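 active = inhibition above the batch mean plus 3 SD, with images confirmed as a hit by eye, cut at about 37% in these data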;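 also: 0% = TNF-stimulated DMSO wells and 100% = unstimulated control wells; not every result past the cut was called active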
cytoskel mod = modifiers of F-actin cytoskeleton organization, primary screen, imaging, HUVEC, phalloidin staining, high-content imaging; HUVEC TNFa F-actin phalloidin imaging; 91,000 compounds, 0.18% hits; inhibition, % at 2 µM;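 active = inhibition above the batch mean plus 3 SD and confirmed as a hit by visual image inspection, cut at about 30% in these data, passing the limit was not always enough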; also: strong numbers were not always called active
ERa coact inh = ERα–SRC-1 coactivator interaction inhibitors, primary screen, biochemical, TR-FRET, ERα LBD, estradiol-bound. Estrogen receptor (Homo sapiens), P03372. TR-FRET ER-alpha LBD / SRC-1 peptide. inhibition, % at 25.6 µM. 86,000 compounds, 1.7% hits. AID 629, 2007; in the data active = inhibition above about 50%;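 also: 0% = receptor plus peptide control and 100% = peptide only without receptor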
Active calls of the source: *; [ ] = another dose, or the depositor's remark.

For CCOc1ccc2c(C)c(Cl)c(=O)oc2c1 the results were HUVEC tox IL1B -4, TNFa cytotox 2, LYP act -13, PTPN22 inh 2 15, PTK2B oligo ant 1, FAK blocker 0, VCAM1 TNFa inh 1 and ERa coact inh -1[fluorescence artefact?].
Cc1cc(C)nc(Nc2n[nH]c(-c3ccccc3Br)n2)n1 was read as HUVEC tox IL1B 48, TNFa cytotox -5, LYP act -3, PTPN22 inh 2 4, PTK2B oligo ant -0.95, FAK blocker -1, VCAM1 TNFa inh -8, cytoskel mod 6 and ERa coact inh 3.
Screening O=C(CSC1=NCCS1)NC1CCCCC1 returned HUVEC tox IL1B -6, LYP act -1, PTPN22 inh 2 -1, PTK2B oligo ant -0.77, FAK blocker -9, VCAM1 TNFa inh -30, cytoskel mod 0 and ERa coact inh -2.
CCOC(=O)CSC1=C(C#N)C(C)C2=C(CCCC2=O)N1 (configuration not stated) was read as HUVEC tox IL1B -36, TNFa cytotox -50, LYP act -2, PTPN22 inh 2 3, PTK2B oligo ant -0.12, FAK blocker 1, VCAM1 TNFa inh -8, cytoskel mod -3 and ERa coact inh 0.
Screening Cc1cc(C)n(-c2nc(N(C)C)nc(N(C)C)n2)n1 returned HUVEC tox IL1B 8, TNFa cytotox -22, LYP act -7, PTPN22 inh 2 7, PTK2B oligo ant 0.63, FAK blocker 1, VCAM1 TNFa inh -22, cytoskel mod -2 and ERa coact inh -8.
CC(C)(C)c1ccc(C(=O)NCCC(=O)NCc2ccco2)cc1 was read as HUVEC tox IL1B -25, TNFa cytotox 70, LYP act 1, PTPN22 inh 2 -4, PTK2B oligo ant 0.61, FAK blocker -1, VCAM1 TNFa inh 26, cytoskel mod -25 and ERa coact inh -6.
`CS(=O)(=O)N1CCN(C(=O)c2ccc(-c3ccccc3)cc2)CC1` gave HUVEC tox IL1B -14, TNFa cytotox 1, LYP act -6, PTPN22 inh 2 2, PTK2B oligo ant -0.31, FAK blocker -2, VCAM1 TNFa inh -4, cytoskel mod -7 and ERa coact inh 2.
For O=c1cnn(-c2ccccc2)c(-c2ccccc2)c1 the results were HUVEC tox IL1B -19, TNFa cytotox -39, LYP act -8, PTPN22 inh 2 6, PTK2B oligo ant 0.02, FAK blocker -8, VCAM1 TNFa inh -39, cytoskel mod -10 and ERa coact inh -1.
CCCn1c(N)c(C(=O)CSc2nc(C)cs2)c(=O)[nH]c1=O was read as HUVEC tox IL1B -4, TNFa cytotox -12, LYP act 2, PTPN22 inh 2 2, PTK2B oligo ant -0.29, FAK blocker 0, VCAM1 TNFa inh 27, cytoskel mod 9 and ERa coact inh 2.
For CCn1c(SCC(=O)Nc2oc(-c3ccccc3)c(-c3ccccc3)c2C#N)nnc1-c1ccco1 the results were HUVEC tox IL1B -27, TNFa cytotox 5, LYP act 1, PTPN22 inh 2 -2, PTK2B oligo ant -1.9, FAK blocker -2, VCAM1 TNFa inh 12, cytoskel mod -2 and ERa coact inh 5.
For CC(C)CN(C(=O)COC(=O)CCN1C(=O)c2ccccc2C1=O)C1CCS(=O)(=O)C1 (configuration not stated) the results were HUVEC tox IL1B 18, TNFa cytotox -5, LYP act 2, PTPN22 inh 2 -3, PTK2B oligo ant 1.1, FAK blocker 0, VCAM1 TNFa inh -5, cytoskel mod -28 and ERa coact inh 11.
For COc1ccc(-c2nc(C#N)c(NCc3ccccc3Cl)o2)cc1OC the results were HUVEC tox IL1B -57, TNFa cytotox -9, LYP act -7, PTPN22 inh 2 5, PTK2B oligo ant -1.2, FAK blocker 2, VCAM1 TNFa inh 12, cytoskel mod -1 and ERa coact inh 33[fluorescence artefact?].
`Nc1ncc(-c2nnnn2-c2ccc(Cl)cc2)c(-c2ccc(Cl)cc2)n1` gave HUVEC tox IL1B -118, TNFa cytotox 4, LYP act 18, PTPN22 inh 2 -15, PTK2B oligo ant -0.45, FAK blocker -2, VCAM1 TNFa inh 6 and cytoskel mod -42.
COC(=O)c1c(NC(=O)CC2SCC(C(=O)OC)NC2=O)sc2c1CCCC2 (configuration not stated) was read as HUVEC tox IL1B 12, TNFa cytotox 3, LYP act -10, PTPN22 inh 2 10, PTK2B oligo ant -0.02, FAK blocker 3, VCAM1 TNFa inh 1, cytoskel mod -2 and ERa coact inh -1.
For CCOC(=O)N1CCN(C(=O)CN2C(=O)CC(C)(C)S(=O)(=O)c3ccccc32)CC1 the results were HUVEC tox IL1B -30, TNFa cytotox -22, LYP act -1, PTPN22 inh 2 2, PTK2B oligo ant 0.62, FAK blocker -1, VCAM1 TNFa inh 7, cytoskel mod 13 and ERa coact inh -1.
Screening Cc1noc(/C=C/N(C)C)c1S(=O)(=O)N1CCCC(C(=O)N2CCc3ccccc32)C1 (configuration not stated) returned HUVEC tox IL1B -38, TNFa cytotox -7, LYP act 8, PTPN22 inh 2 -9, FAK blocker -2, VCAM1 TNFa inh -3, cytoskel mod 6 and ERa coact inh 8.
`c1ccc(CSCCc2ccncc2)cc1` gave HUVEC tox IL1B 0, TNFa cytotox -6, LYP act 0, PTPN22 inh 2 2, PTK2B oligo ant 1, FAK blocker 3, VCAM1 TNFa inh 4, cytoskel mod 5 and ERa coact inh -1[fluorescence artefact?].
For CC1SC(=NC(=O)C(C)N2C(=O)c3ccccc3C2=O)NC1=O (configuration not stated) the results were HUVEC tox IL1B -8, TNFa cytotox -25, LYP act 7, PTPN22 inh 2 -7, PTK2B oligo ant -0.8, FAK blocker 3, VCAM1 TNFa inh 4, cytoskel mod 9 and ERa coact inh -2.
`CC1(C)CC(=O)C=C(Nc2ccccn2)C1` gave HUVEC tox IL1B 20, TNFa cytotox 2, LYP act 7, PTPN22 inh 2 -3, PTK2B oligo ant -0.15, FAK blocker 2, VCAM1 TNFa inh -9, cytoskel mod -4 and ERa coact inh 4.
For O=C(CN1CCN(Cc2ccccc2F)C1=O)NCc1ccco1 the results were TNFa cytotox 11, LYP act 7, PTPN22 inh 2 -8, PTK2B oligo ant -0.29, FAK blocker 0, VCAM1 TNFa inh 7, cytoskel mod -6 and ERa coact inh -7.
`COc1ccc(C(=O)NCC2OCCc3ccccc32)c(O)c1` (configuration not stated) gave HUVEC tox IL1B -10, TNFa cytotox -7, LYP act -7, PTPN22 inh 2 3, PTK2B oligo ant -0.39, FAK blocker 0, VCAM1 TNFa inh 2, cytoskel mod -12 and ERa coact inh -11.
`COC(=O)c1[nH]c2cccc(OC)c2c1NC(=O)CCN1CCC(C(N)=O)CC1` gave HUVEC tox IL1B 4, TNFa cytotox -41, LYP act -9, PTPN22 inh 2 6, FAK blocker 0, VCAM1 TNFa inh 16, cytoskel mod -12 and ERa coact inh -3.
For CCc1c(C)nc2nc(NC(C)=O)[nH]n2c1=O the results were HUVEC tox IL1B -4, TNFa cytotox -8, LYP act -8, PTPN22 inh 2 7, PTK2B oligo ant 0.06, FAK blocker -1, VCAM1 TNFa inh -7 and cytoskel mod 9.
`CCN(CC)C(=O)CC1(c2ccccc2OC)CCOC(C(C)C)C1` (configuration not stated) gave HUVEC tox IL1B -18, TNFa cytotox -2, LYP act 4, PTPN22 inh 2 -6, PTK2B oligo ant 0.43, FAK blocker 0, VCAM1 TNFa inh 19, cytoskel mod -2 and ERa coact inh -2.
CC1(C)Cc2nc3sc4c(SCC(=O)NCc5ccco5)ncnc4c3cc2CO1 was read as HUVEC tox IL1B -12, TNFa cytotox 21, LYP act -1, PTPN22 inh 2 0, PTK2B oligo ant -0.3, FAK blocker 5, VCAM1 TNFa inh 22, cytoskel mod -20 and ERa coact inh 26[fluorescence artefact?].
COC(=O)c1[nH]c2ccccc2c1NC(=O)CN1CCCc2ccccc21 was read as HUVEC tox IL1B 1, TNFa cytotox 42, LYP act 1, PTPN22 inh 2 -1, PTK2B oligo ant -0.47, FAK blocker 4, VCAM1 TNFa inh -14, cytoskel mod 11 and ERa coact inh 67*[fluorescence artefact?].
`CC1(C)Cc2ccccc2-c2nnc(-c3cccnc3)n21` gave HUVEC tox IL1B 9, TNFa cytotox -6, LYP act -2, PTPN22 inh 2 2, FAK blocker 2, VCAM1 TNFa inh -13, cytoskel mod 1 and ERa coact inh -1.
For COC(=O)c1ccc(C)c(NS(=O)(=O)c2ccc(OC)cc2)c1 the results were HUVEC tox IL1B 22, TNFa cytotox 50, LYP act 0, PTPN22 inh 2 2, PTK2B oligo ant -0.6, FAK blocker -2, VCAM1 TNFa inh -32, cytoskel mod -15 and ERa coact inh 1.
`Cc1cc(C)n(CC(=O)O)n1` gave HUVEC tox IL1B -2, TNFa cytotox -6, LYP act 7, PTPN22 inh 2 -4, PTK2B oligo ant 0.22, FAK blocker -4, VCAM1 TNFa inh -16, cytoskel mod 14 and ERa coact inh -6.
COCCn1nnnc1C(c1cc2ccc(C)cc2[nH]c1=O)N(Cc1ccco1)Cc1cccs1 (configuration not stated) was read as HUVEC tox IL1B -18, TNFa cytotox -24, LYP act -2, PTPN22 inh 2 -1, PTK2B oligo ant 1.5, FAK blocker 2, VCAM1 TNFa inh 5, cytoskel mod 0 and ERa coact inh 5.
`CCCCC(=O)NC(NC(=S)N1CCOCC1)C(Cl)(Cl)Cl` (configuration not stated) gave HUVEC tox IL1B -19, TNFa cytotox -9, LYP act 7, PTPN22 inh 2 -8, PTK2B oligo ant -0.58, FAK blocker 6, VCAM1 TNFa inh -4, cytoskel mod 7 and ERa coact inh -6.
`COc1ccc(C2CC(c3cccs3)=NN2C(=O)CSC2=NN3CCCC(=O)N=C3S2)cc1` (configuration not stated) gave HUVEC tox IL1B 28, TNFa cytotox -3, LYP act -3, PTPN22 inh 2 0, FAK blocker -2, VCAM1 TNFa inh 3, cytoskel mod -4 and ERa coact inh 3.
For CSCCC(NC(=O)c1ccco1)C(=O)NCc1ccc(F)cc1 (configuration not stated) the results were HUVEC tox IL1B -14, TNFa cytotox -7, LYP act 6, PTPN22 inh 2 -3, PTK2B oligo ant 0.21, FAK blocker 1, VCAM1 TNFa inh 4 and cytoskel mod -3.
`COc1ccc(Cn2c(CCC(=O)O)nc3cccnc32)cc1` gave HUVEC tox IL1B 25, TNFa cytotox 71, LYP act 2, PTPN22 inh 2 -5, PTK2B oligo ant 0.43, FAK blocker 1, VCAM1 TNFa inh 93*, cytoskel mod -16 and ERa coact inh 4.
O=C(NC1=NCCS1)C1CC(=O)N(c2ccccc2)C1 (configuration not stated) was read as HUVEC tox IL1B -17, TNFa cytotox 0, LYP act 1, PTPN22 inh 2 -1, PTK2B oligo ant 0.72, FAK blocker -5, VCAM1 TNFa inh 2, cytoskel mod -8 and ERa coact inh -17.
Clc1cccc(Cl)c1CSc1cc2c(nn1)-c1ccccc1CC2 was read as HUVEC tox IL1B -23, TNFa cytotox -3, LYP act -6, PTPN22 inh 2 7, PTK2B oligo ant -1.1, FAK blocker -1, VCAM1 TNFa inh -7 and cytoskel mod -56.
For Cc1cc(C(F)F)n2ncc(C(=O)N3CCC(C(N)=O)CC3)c2n1 the results were HUVEC tox IL1B -10, TNFa cytotox -16, LYP act 17, PTPN22 inh 2 -16, PTK2B oligo ant 0.6, FAK blocker -1, VCAM1 TNFa inh -2 and ERa coact inh 4.

Assay outcomes: PubChem, several laboratories

Random draw from the library. About 3.8% of those tested had a hit in this group.
